# High-throughput results from PubChem BioAssay.
# GRP78 ERSR act = ER stress response induction in glioma | U87-MG GRP78 promoter luciferase reporter, 16 h | 420,000 tested, 0.02% active | AID 602332 | Potency, µM, without a hit: at the top dose activation, hits mostly activators; active means well fitted activation curve with a large enough effect; inconclusive means small, poorly fitted or top-dose-only effect; inactive means no such curve, though single readings can be large or run the other way; further: series mostly up to about 76 µM; % of control where 0% means no effect; nearly all actives have a fitted effect of over 35% in size
#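 ERSR induction read as luciferase luminescence (Bright-Glo, 10 min at room temperature) in stably transfected human U87-MG glioma cells exposed to compounds for 16 h, using GRP78 as sensor.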
# Starred values were filed as active, the others as inactive; ? = inconclusive; & = joins results of further samples. Potency means the concentration at half of the fitted maximal effect. These rows are one share of the data. The share of hits here may be higher or lower than overall.
GRP78 ERSR act	Compound
-3%	CC(=O)N1CCC2(CCCN(c3ncccn3)C2)CC1
-11%	C/C=C/C/C=C/CCC(=O)[C@H]1O[C@H]1C(N)=O
-5%	CC(=O)N(C)C
-9%	CSc1ncccc1C(=O)N1CCc2nnc(C(NC(=O)c3ccoc3)C(C)C)n2CC1 (configuration not stated)
-4%	COCCNC(=O)COc1ccc(OCCNC[C@@H](O)COc2ccccc2)cc1
0%	O=C(c1ccco1)N1CCC2(CC1)CN(c1ccccn1)C2
-4%	COCCn1c(=O)cnc2cnc(Nc3ccccc3)nc21
-3%	CC(C)CCCC(C)CCCC(C)CCCC(C)C(=O)O (configuration not stated)
-2%	CC(C)CCCC(C)C1CCC2C3CC[C@H]4CC(=O)CC[C@@]4(C)C3CC[C@@]12C (some centres not stated)
-2%	COC(=O)c1c(OCc2cccnc2)cc(=O)n2c1CCN(C(=O)c1ccc(OC)c(F)c1)CC2

# The closing 6 compounds of the part before open the next one.
GRP78 ERSR act	Compound
-4%	COCCNC(=O)COc1ccc(OCCNC[C@@H](O)COc2ccccc2)cc1
0%	O=C(c1ccco1)N1CCC2(CC1)CN(c1ccccn1)C2
-4%	COCCn1c(=O)cnc2cnc(Nc3ccccc3)nc21
-3%	CC(C)CCCC(C)CCCC(C)CCCC(C)C(=O)O (configuration not stated)
-2%	CC(C)CCCC(C)C1CCC2C3CC[C@H]4CC(=O)CC[C@@]4(C)C3CC[C@@]12C (some centres not stated)
-2%	COC(=O)c1c(OCc2cccnc2)cc(=O)n2c1CCN(C(=O)c1ccc(OC)c(F)c1)CC2
-1%	Cc1ccc(C(=O)N2CCOc3ccc(CN4CCN(Cc5ccccn5)CC4)cc3C2)cc1
0%	COc1ccc(-c2nc3cnc(N(C)C)nc3n(C)c2=O)cc1
-4%	CCOC(=O)COc1ccc2c(C)c(CCN(CC)CC)c(=O)oc2c1
-7%	CC(C)=CCC/C(C)=C/CO/N=C1/C[C@@H](O)[C@@H](O)[C@@H]2[C@@H]3C(=O)N(C4CCCCC4)C(=O)[C@H]3CC[C@H]12
4%	Cc1nc(NCc2cccc3c2OCO3)sc1-c1ccn(CC2CCCN(C)C2)n1 (configuration not stated)
-4%	COc1ccccc1CNc1ncncc1-c1ccccc1C(F)(F)F
-1%	CC(=O)c1ccc(F)c(-c2cc(C)cc3c2OC(CNC(=O)C(C)n2nc(C)cc2C)C3)c1 (configuration not stated)
0%	CN(C)c1ccc(-c2nccc(NCCN3CCOCC3)n2)cc1
-4%	C=CCOC(=O)C(C(=O)CC)C(NC(=O)OC)c1ccc(F)cc1 (configuration not stated)
-1%	c1cncc(-c2nccc(NCc3cccs3)n2)c1
-3%	Cn1c(=O)c(-c2cccc(Cl)c2)nc2cncnc21
-4%	COc1cc(=O)n2c(c1C(=O)N(C)Cc1nonc1C)CCN(Cc1cccc(Cl)c1)CC2
-8%	CN1CCN(c2ncc3nc(CCc4ccccc4)c(=O)n(CCc4ccccc4)c3n2)CC1
-2%	CSCC[C@H](N)C(=O)N[C@@H](CCCN=C(N)N)C(=O)N[C@@H](Cc1ccccc1)C(=O)N[C@@H](Cc1ccccc1)C(=O)N[C@H](C(=O)O)C(C)C
-5%	Cn1cccc1C(=O)N1CCC[C@@]2(CCN(c3ccccc3)C2)C1
1%	COc1ccc(CN2CCOc3c(cc(-c4ccc(OC)nn4)cc3OC)C2)c(O)c1
-3%	Cc1noc(C)c1C(=O)N1CCC2(CC1)CN(C(=O)Nc1cccc(F)c1)C2
-4%	O=c1cnc2cnc(Nc3ccccc3)nc2n1Cc1cccs1
-3%	CCC1NC(=O)C(NC(=O)c2ncccc2O)C(C)OC(=O)C(c2ccccc2)NC(=O)C2CC(=O)CCN2C(=O)C(Cc2ccccc2)N(C)C(=O)C2CCCN2C1=O (configuration not stated)
-3%	COc1cc(-c2ccc(C)cc2)cc2c1OCCN(C(=O)CCn1ccc(C)n1)C2

# 5 of the entries above in order of the GRP78 ERSR act value, ascending.
GRP78 ERSR act	Compound
-9%	CSc1ncccc1C(=O)N1CCc2nnc(C(NC(=O)c3ccoc3)C(C)C)n2CC1 (configuration not stated)
-4%	CCOC(=O)COc1ccc2c(C)c(CCN(CC)CC)c(=O)oc2c1
-3%	CC(C)CCCC(C)CCCC(C)CCCC(C)C(=O)O (configuration not stated)
-2%	COC(=O)c1c(OCc2cccnc2)cc(=O)n2c1CCN(C(=O)c1ccc(OC)c(F)c1)CC2
1%	COc1ccc(CN2CCOc3c(cc(-c4ccc(OC)nn4)cc3OC)C2)c(O)c1

# Later entries:
GRP78 ERSR act	Compound
-4%	COc1ccc(-c2nc3cnc(Nc4ccccc4)nc3n(Cc3cccs3)c2=O)cc1
-2%	CS(=O)(=O)c1ccc(Cn2c3c(c4cc(F)cc(F)c42)CCC[C@H]3CC(=O)O)cc1
-5%	Cc1noc(C)c1-c1nc(N2CCNCC2)c2ccccc2n1
-2%	CC1(C)[C@@H]2CC[C@]1(C)[C@@H](OC(=O)CSC#N)C2
-3%&-2%	CN(C(Cc1ccc(OS(=O)(=O)c2cccc3cnccc23)cc1)C(=O)N1CCN(c2ccccc2)CC1)S(=O)(=O)c1cccc2cnccc12 (configuration not stated)
3%	COc1ccc2nc3cc(Cl)ccc3c(NCCCN3CCN(CCCNc4c5ccc(Cl)cc5nc5ccc(OC)cc45)CC3)c2c1
-3%	CO[C@H]1COC(=O)[C@H](C)NC(=O)[C@@H](C)COC(=O)[C@H]2CCCN2C(=O)C/C=C\[C@H]1C
0%	COC(=O)c1cc(CNC(=O)c2cnsn2)cc(NC(=O)c2ccccc2OC)c1
-3%	COCC(=O)N1CCC2(CCCN(Cc3cc(C(F)(F)F)cc(C(F)(F)F)c3)C2)CC1
-4%&-6%	COC(=O)C1=C(C)N(Cc2ccccc2)[C@]23O[C@](C(=O)OC)(C(=O)N2C1c1ccccc1)C(C(=O)OC)C3C(=O)OC (some centres not stated)
-6%	COc1cccc(C2(CC(=O)N3CCC(c4nc5ccc(F)cc5[nH]4)CC3)CC(=O)N(C)C2=O)c1 (configuration not stated)
0%	COCCNc1ncnc2ccc(-c3c(C)noc3C)cc12
-3%	COC(=O)c1ccc(CN2CCOc3ccc(C(O)c4cccnc4)cc3C2)cc1 (configuration not stated)
-2%	COC(=O)c1cc(CNC(=O)c2cccc3ccccc23)cc(NC(=O)c2ccccc2OC)c1
-7%	O=C(c1ccc2c(c1)OCO2)N1CCOc2ccc(CN3CCC(Oc4cccnc4)CC3)cc2C1
-7%	C#C[C@]1(O)CC[C@H]2[C@H]3CCc4cc(O)ccc4[C@@H]3CC[C@@]21C
-2%	N[C@H](C(=O)O)[C@H](OCc1ccccc1)C(=O)O
-6%	Cc1ncc2c(c1CNC(=O)CN1CCCC1)CCN(C(=O)c1ccc(F)cc1F)C2
-3%	CC(C)c1c(C(=O)N(C)Cc2cccc3ncccc23)cnn1-c1nccc(-c2ccco2)n1
-2%	CC(C)CN1CC2(CCN(C(=O)c3cnccn3)CC2)C1
-3%	CCC(/C=C/C(C)C1CCC2C3CC=C4CC(O)CC[C@@]4(C)C3CC[C@@]12C)C(C)C (some centres not stated)
-1%	CC(=O)OC1CC[C@]2(C)C(=CCC3C4CCC(C(C)CCCC(C)C)[C@]4(C)CCC32)C1 (some centres not stated)
-3%	C#C[C@]1(O)CC[C@@H]2[C@H]3CCC4=Cc5oncc5C[C@]4(C)[C@@H]3CC[C@@]21C
-5%	O=C(O)COc1ccc(CCNS(=O)(=O)c2ccccc2)s1
-5%	Cn1c(=O)c(-c2ccccc2)nc2cncnc21
-4%	OC1CCN(Cc2ccc3c(c2)CN(Cc2ccc(Oc4ncccn4)cc2)CCO3)CC1
-3%	COc1ccccc1/C=C\C(=O)O
-4%	CCN1C(=O)[C@H]2[C@H]3[C@H](O)[C@H](O)C/C(=N/OCc4ccccc4)[C@@H]3CC[C@@H]2C1=O
-1%	Cc1onc(-c2ccccc2)c1C(=O)N[C@@H]1C(=O)N2[C@@H](C(=O)O)C(C)(C)S[C@@H]12
-4%	Cc1noc(C)c1C(=O)N1CCC2(CCCN(Cc3nccs3)C2)CC1
-4%	C[C@@H](C(=O)O)c1ccc(C2CCCCC2)c2ccccc12
-1%	CC(C)C[C@H](N)C(=O)N[C@H](C(=O)N[C@H](C(=O)N[C@@H](Cc1ccc(O)cc1)C(=O)N1CCC[C@H]1C(=O)N[C@@H](Cc1c[nH]c2ccccc12)C(=O)N[C@H](C(=O)N[C@@H](CCC(N)=O)C(=O)N[C@@H](CCCN=C(N)N)C(=O)O)[C@@H](C)O)C(C)C)C(C)C
-2%	C1=C(CN2CCOCC2)COc2c1cccc2OC[C@@H]1CNCCO1
-12%	Clc1cc(Cl)c(OCC#CI)cc1Cl
-4%	O=c1c(CCc2ccccc2)nc2cncnc2n1-c1ccccc1
-3%	COc1c(OC)c2occc2c2oc(=O)ccc12
-3%	Cc1c(C(=O)N2CCOc3ccc(Cl)cc3C2)sc2ncnc(NCCc3ccccn3)c12
-3%	COCC(=O)N1CCC2(CC1)CCN(C(=O)Nc1cccc(F)c1)CC2
0%	COc1ccc(-c2nc3cnc(N4CCN(C)CC4)nc3n(C)c2=O)cc1
-3%	O=c1c(-c2ccccc2)nc2cnc(Nc3ccccc3)nc2n1Cc1cccs1
-3%	CCCC(=O)Nc1ncnc2c1ncn2C1OC2COP(=O)(O)OC2C1OC(=O)CCC (configuration not stated)
1%	Cc1oc(-c2cccc(NC(=O)c3ccccn3)c2)nc1CNC(=O)c1cc(F)c(F)cc1F
-3%	COc1ccc(CNc2ncnc3ccc(-c4cccnc4)cc23)c(OC)c1
-5%	COc1ccc(C2/C=C\C(c3ccc(OC)cc3)N(Cc3ccc(F)cc3)C(=O)C(=O)N2Cc2ccc(F)cc2)cc1 (configuration not stated)
-4%	CN(C/C=C\c1ccccc1)Cc1cccc2ccccc12
10%	COc1ccc(C(OCCN2CCC[C@H](C(=O)O)C2)(c2ccc(OC)cc2)c2ccc(OC)cc2)cc1
3%	COc1ccc2[nH]cc(CCNc3cc(-c4ccc(C(=O)N(C)C)cc4)ncn3)c2c1
-1%	O=C(O)c1ccccc1OS(=O)(=O)O
0%	Cc1cc(N(C)C)nc(Cl)n1
-1%	COc1ccccc1C1CN(Cc2ccc(Sc3nncn3C)o2)Cc2ccccc2O1 (configuration not stated)

# Continued:
GRP78 ERSR act	Compound
-3%	CO[C@@H]1COC(=O)[C@@H](C)NC(=O)C/C=C\[C@@H](C)[C@H](NS(=O)(=O)c2ccc(C)cc2)COC(=O)[C@H](C)NC(=O)C/C=C\[C@H]1C
5%	CN(C)C(=O)c1ccc(-c2ccc3ncnc(Nc4ccc(F)cc4)c3c2)cc1
-5%	CCOC(=O)N/N=C1/C[C@@H](O)[C@@H](O)[C@@H]2[C@@H]3C(=O)N(CC)C(=O)[C@H]3CC[C@H]12
-4%	CC(=O)OCC(=O)[C@@]1(O)[C@H](C)C[C@@H]2[C@H]3CCC4=CC(=O)C=C[C@]4(C)[C@]3(F)[C@@H](O)C[C@@]21C
-9%&-9%	Cc1ccc(C(=O)Cn2c3c(sc2=N)CCCC3)cc1
-2%	C[C@]12CC[C@@H]3c4ccc(O)cc4CC[C@H]3[C@@H]1CC[C@H]2O
-6%	CCN(C/C=C/C#CC(C)(C)C)Cc1cccc(OCc2cc(-c3ccsc3)cs2)c1
-3%	O=C(c1cc(C(F)(F)F)cc(C(F)(F)F)c1)N1CCC2(CC1)CCN(c1ccccn1)CC2
-5%	CO[C@H]1COC(=O)[C@@H](Cc2ccccc2)NC(=O)[C@@H](C)COC(=O)CCC[C@@H]1C
-4%	CC(C)(C)NC[C@H](O)c1cc(O)cc(O)c1
?	COCC(=O)N1CCC2(CCCN(C(c3ccccc3)c3ccccc3)C2)CC1
-2%	O=C(c1cccc(F)c1)N1CCC2(CC1)CN(c1ccncc1)C2
-2%	COc1ccccc1CNC(=O)c1cnn(-c2nccc(-c3cccs3)n2)c1C
-4%	CCN(CC)CCN(C)C(=O)c1ccc(-c2ccccc2)nc1N(C)C
-5%	CC(C)[C@H](NC(=O)[C@H](CC(=O)O)NC(=O)CNC(=O)[C@@H](N)CCCN=C(N)N)C(=O)O
-6%	Cc1nn(C)c(Cl)c1CN1CCOc2ccc(CN3CCC(Oc4cccnc4)CC3)cc2C1
-4%	N#Cc1ccc(CN2CC3(CCN(C(=O)c4ccncc4)CC3)C2)cc1
-4%	COc1ccccc1CN1CCC2(CC1)CCN(C(=O)c1cc(C(F)(F)F)cc(C(F)(F)F)c1)CC2
-4%	Cc1cc(C)c2c(-c3ccc(-c4ccc(C(F)(F)F)cc4)cc3)cc(=O)oc2c1
-6%	Cc1oc(-c2ccccc2NS(C)(=O)=O)nc1CN(C)Cc1ccc(Cl)cc1
-4%&-1%&-5%	NC(=O)C[C@H](NC(=O)Cc1ccc(O)cc1O)C(=O)O
-4%	COc1cc(=O)n2c(c1C(=O)N(C)Cc1ccsc1)CCN(Cc1c(C)nc3sccn13)CC2
-5%	Cc1cnc(-n2ncc(C(=O)N3CCN(C(C)C)CC3)c2-c2ccco2)nc1-c1ccc(F)cc1
-4%	CC(C)[C@H](CO)Nc1nc(Nc2cc(N)cc(Cl)c2)c2ncn(C(C)C)c2n1
-8%	COCC(=O)N1CCC2(CC1)CCN(c1ccc(-c3ccccc3)cc1)CC2
-6%	CC1(C)C(=O)C2C[C@]3(O)C4=CC(=O)OC(c5ccoc5)[C@]4(C)CCC3[C@](C)(C2=O)C1CC(=O)O (some centres not stated)
-7%	C=C1c2ccccc2O[C@H](C(=O)OCC)[C@@H]1CCC(C)C (tested in a mixture with another compound)
-4%	CC(=O)[C@]1(O)CCC2C3C=C(Cl)C4=CC(=O)C5CC5[C@@]4(C)C3CC[C@]21C (some centres not stated)
-5%	Cc1c(C(=O)N(C)Cc2nccs2)sc2ncnc(NCC3CCCO3)c12 (configuration not stated)
1%	Cc1cn2cc(CNC(=O)CN3Cc4ccccc4OC(c4ccccc4F)C3)nc2s1 (configuration not stated)
-5%&-2%	O=C(c1c(O)c2ccc(Cl)cc2[nH]c1=O)C1CC1
-3%	CN(C)c1ncc2nc(-c3cccs3)c(=O)n(Cc3cccs3)c2n1
